Source: PubChem
Pin1 inh – human Pin1 inhibition. Q13526. Pin1 FP peptide displacement, HiFluor488, 10 min. Potency, µM (doses to about 115 µM), inactives show at the top dose activity, negative = inhibition, hits mostly inhibitors. 390,000 compounds, 0.009% hits. AID 504891; active means well fitted inhibition curve with a large enough effect in the polarisation, with a control signal flat, not every such curve was filed as active; inconclusive means small, poorly fitted or top-dose-only effect, or effect the other way, or a change in a side signal; inactive means no such curve, though single readings can be large or run the other way; the % refers to the polarisation; further: on the % scale 0 is the no-effect control and ±100 the full control effect
GLS inh – blocks human kidney-isoform glutaminase activity; GLS enzymatic activity, qHTS titration; Potency, µM (top dose mostly 45.5 µM), for inactives: top-dose activity change, negative = inhibition, actives largely listed as inhibitors; 410,000 compounds, 0.21% hits; AID 624170; further: on the % scale 0 is the no-effect control and ±100 the full control effect
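Coupled fluorescence readout: glutamate oxidase/HRP/Amplex Red detect glutamate formed by hKGA from L-glutamine (1 mM solution added). Buffer 45 mM KH2PO4 pH 8.2, 0.02% Tween-20; reads at t0 and 30 min RT.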
G9a inh – G9a (human) methyltransferase inhibition | G9a H3K9 monomethylation, AlphaScreen, 2 h | AID 504332 | 350,000 compounds, 8.8% hits | Potency, µM (doses to about 102 µM), inactives show top-dose activity, negative = inhibition, most hits filed as inhibitors; further: on the % scale 0 is the no-effect control and ±100 the full control effect; nearly all actives have a fitted effect of over 75% in size
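Step 1: enzyme (final 20 nM) with compound, 15 min RT. Step 2: substrate peptide 500 nM and SAM 20 uM, 2 h RT. Step 3: anti-H3K9me1 antibody and AlphaScreen beads, 10 min, then plate read.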
POLI inh – blocks human DNA polymerase iota activity; Q9UNA4; Pol iota fluorescent replication assay, 10 min; Potency, µM (titrated, usually from 115 µM), without a hit: at the top dose activity, negative = inhibition, actives largely listed as inhibitors; 390,000 compounds, 1% hits; AID 588590
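Fluorescent replication assay read twice, at 0 min and 10 min after adding 50 nM (final) substrate. Enzyme (10 nM) and compounds were first incubated 15 min at room temperature; enzyme-free buffer wells were negative controls.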
PGK inhibitor – blocks T. brucei phosphoglycerate kinase; Potency, µM (doses to about 57.5 µM), for the others: at the highest dose activity change, negative = inhibition, actives largely listed as inhibitors; P07378; 380,000 compounds, 0.043% hits; PGK/GAPDH coupled, Kinase-Glo luminescence, 60 min; further: on the % scale 0 is the no-effect control and ±100 the full control effect; nearly all actives have a fitted effect of over 60% in size
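Luminescent ATP detection (Kinase-Glo Plus) follows a 60-minute room-temperature incubation, with wells lacking PGK as controls. Buffer: 100 mM TEA (pH 7.6), 5 mM MgCl2, 0.01% Tween-20. Coupling enzyme GAPDH (100 nM final) supplies unstable 1,3-BPG in-well.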
BLM inh – inhibitors of human Bloom syndrome helicase BLM; 350,000 compounds, 0.2% hits; Potency, µM (highest dose often 56.1 µM), for the others: top-dose activity change, negative = inhibition, usual class: inhibitors; P54132; recombinant BLM DNA unwinding, fluorescence dequenching; AID 2528;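 further: plate controls were vehicle for no effect and no enzyme for full effect; nearly all actives have a fitted effect of over 35% in size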
Target sequence (P54132 whole entry, looked up): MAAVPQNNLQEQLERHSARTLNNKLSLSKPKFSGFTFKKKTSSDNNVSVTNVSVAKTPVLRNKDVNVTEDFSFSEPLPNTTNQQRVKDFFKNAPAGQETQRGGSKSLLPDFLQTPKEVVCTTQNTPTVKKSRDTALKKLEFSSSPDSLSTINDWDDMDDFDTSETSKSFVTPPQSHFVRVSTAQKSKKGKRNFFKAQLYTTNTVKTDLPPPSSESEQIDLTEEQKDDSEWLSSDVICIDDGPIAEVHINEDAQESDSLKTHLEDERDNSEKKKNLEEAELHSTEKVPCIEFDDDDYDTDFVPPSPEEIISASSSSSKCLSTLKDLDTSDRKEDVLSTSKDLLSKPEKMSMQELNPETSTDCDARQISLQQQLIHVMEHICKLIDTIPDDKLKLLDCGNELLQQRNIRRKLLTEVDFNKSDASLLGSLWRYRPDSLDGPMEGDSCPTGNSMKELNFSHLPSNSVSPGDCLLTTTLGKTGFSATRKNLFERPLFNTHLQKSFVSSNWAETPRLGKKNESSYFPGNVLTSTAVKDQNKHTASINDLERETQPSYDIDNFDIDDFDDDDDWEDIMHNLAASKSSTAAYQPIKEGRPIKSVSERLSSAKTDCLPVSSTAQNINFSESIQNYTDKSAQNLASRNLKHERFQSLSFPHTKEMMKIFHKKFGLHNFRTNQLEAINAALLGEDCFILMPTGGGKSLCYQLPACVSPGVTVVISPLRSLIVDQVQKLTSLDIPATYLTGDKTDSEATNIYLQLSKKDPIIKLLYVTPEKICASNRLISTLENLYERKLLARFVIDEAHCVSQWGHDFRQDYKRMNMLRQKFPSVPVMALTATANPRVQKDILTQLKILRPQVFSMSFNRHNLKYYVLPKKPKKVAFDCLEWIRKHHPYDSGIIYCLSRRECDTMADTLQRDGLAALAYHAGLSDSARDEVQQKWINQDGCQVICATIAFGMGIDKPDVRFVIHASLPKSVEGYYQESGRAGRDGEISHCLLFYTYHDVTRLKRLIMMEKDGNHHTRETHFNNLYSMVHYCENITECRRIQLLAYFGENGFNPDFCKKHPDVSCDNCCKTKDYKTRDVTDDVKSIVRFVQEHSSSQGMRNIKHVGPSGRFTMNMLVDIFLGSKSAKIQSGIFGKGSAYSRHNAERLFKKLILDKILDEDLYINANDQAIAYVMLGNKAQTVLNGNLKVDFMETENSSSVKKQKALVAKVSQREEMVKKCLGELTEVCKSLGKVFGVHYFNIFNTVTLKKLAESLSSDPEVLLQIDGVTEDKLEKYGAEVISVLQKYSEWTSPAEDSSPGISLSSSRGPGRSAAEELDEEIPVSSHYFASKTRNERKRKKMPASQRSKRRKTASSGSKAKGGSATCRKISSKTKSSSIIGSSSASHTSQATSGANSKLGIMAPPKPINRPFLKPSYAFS
BAZ2B block – inhibitors of human BAZ2B bromodomain; Q9UIF8; 360,000 compounds, 4.4% hits; AID 504333; AlphaScreen BAZ2B-H3K14Ac peptide displacement; Potency, µM (titrated, usually from 114 µM), without a hit: top-dose activity change, negative = inhibition, most hits filed as inhibitors; further: on the % scale 0 is the no-effect control and ±100 the full control effect; nearly all actives have a fitted effect of over 60% in size
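AlphaScreen luminescence quantifies BAZ2B engagement of H3K14Ac peptide; the protein and biotinylated peptide are both at 50 nM final, buffer PBS pH 7.4 with 0.01% Tween-20, all steps at room temperature.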
HP1b chromo inh – blocks HP1-beta chromodomain binding to methylated histone tails; P83916; AlphaScreen HP1-beta / biotin-H3K9me3 peptide binding; Potency, µM (highest dose often 114 µM), for the others: at the top dose activity change, negative = inhibition, hits mostly inhibitors; 390,000 compounds, 0.56% hits; further: nearly all actives have a fitted effect of over 70% in size; inactives centre near 23
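Compound inhibition of the preformed complex between 50 nM HP1-beta and 50 nM biotinylated H3K9me3 peptide was read by AlphaScreen. Buffer was PBS pH 7.4 with 0.01% Tween-20. Incubations ran 30 min at room temperature, with 10 ug/mL donor/acceptor beads.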
JMJD2A Tudor inh – inhibitors of human JMJD2A Tudor domain. AlphaScreen JMJD2A-Tudor / H3K4me3 peptide binding. O75164. 390,000 compounds, 4.4% hits. Potency, µM (highest dose often 114 µM), for the others: top-dose activity change, negative = inhibition, actives largely listed as inhibitors; further: on the % scale 0 is the no-effect control and ±100 the full control effect; nearly all actives have a fitted effect of over 50% in size
The depositor's hits bear a star; & = joins results of further samples; [ ] = another dose, or the depositor's remark. Unless noted, the call rests on the fitted dose curve; in most records, active means well fitted curve in the direction sought with a large enough effect; inconclusive means small, poorly fitted or top-dose-only effect, or another doubt; inactive means no such curve, though single readings can be large; an effect the other way counts as inactive or inconclusive. Potency means the concentration at half of the fitted maximal effect. A portion of the library; the hit share may differ from the screen's.

Screening Cc1ccc(-c2nc(C)sc2CC(=O)Nc2nnc(C)s2)cc1 returned Pin1 inh 5%, GLS inh 6%, G9a inh 1%, POLI inh 166%[activator], PGK inhibitor -11%, BLM inh -9%, BAZ2B block 0%, HP1b chromo inh 25% and JMJD2A Tudor inh -17%.
`CCOC(=O)c1c(C)oc(C)c(C(=O)OCC)c1=O` gave Pin1 inh -10%, GLS inh 7%, G9a inh 16%[0.501 µM], POLI inh 56%[activator], PGK inhibitor inactive, BLM inh -6%, BAZ2B block 0%, HP1b chromo inh 19%[57 µM] and JMJD2A Tudor inh -3%.
Cc1ccc2nc(/C(C#N)=C/c3cccc(Br)c3)[nH]c2c1 was read as Pin1 inh 33%[activator], GLS inh -1%, G9a inh 38%[activator][59 µM], POLI inh inconclusive, PGK inhibitor -27%, BLM inh -18%, BAZ2B block -27%, HP1b chromo inh -13% and JMJD2A Tudor inh inconclusive.
For COc1cc(NC(=O)c2ccc(CNc3c(N4CCCC4)c(=O)c3=O)cc2)cc(OC)c1OC the results were Pin1 inh -14%, GLS inh -1%, G9a inh -25%, POLI inh 17%, PGK inhibitor inactive, BLM inh -1%, BAZ2B block -33%, HP1b chromo inh 17% and JMJD2A Tudor inh -18%.
For O=c1[nH]c2c(c(=O)n1-c1ccccc1)CCO2 the results were Pin1 inh -4%, GLS inh 5%, POLI inh -4%, PGK inhibitor -7%, HP1b chromo inh 32% and JMJD2A Tudor inh -3%.
Screening O=C(Nc1ccc(Cl)cc1)Nc1cc(S(=O)(=O)N2CCOCC2)ccc1N1CCCC1 returned Pin1 inh 20%, GLS inh 28%, G9a inh 40µM*, POLI inh 28%, PGK inhibitor -12%, BLM inh -9%, BAZ2B block -33%, HP1b chromo inh 3% and JMJD2A Tudor inh -33%.
COC(=O)CNC(=O)C1CCN(S(=O)(=O)c2cccc3nsnc23)CC1 was read as Pin1 inh -1%&3%, GLS inh 0%&0%, G9a inh -6%[59 µM], POLI inh -2%&16%, PGK inhibitor -3%&-3%, BLM inh 2%&-2%, BAZ2B block -2%, HP1b chromo inh 86%&44%[activator] and JMJD2A Tudor inh 26%&-2%.
Screening O=C(O)CC(c1cccc(O)c1)N1Cc2ccccc2C1=O (stereo unspecified) returned Pin1 inh -7%, GLS inh 13%, G9a inh -3%, POLI inh 21%, PGK inhibitor 0%, BLM inh -3%, BAZ2B block -3%, HP1b chromo inh 35% and JMJD2A Tudor inh -18%.
Screening N#CC1=C(N)Oc2n[nH]c(-c3cccs3)c2C1c1ccncc1 (stereo unspecified) returned Pin1 inh 0%, GLS inh 5%, G9a inh -13%, POLI inh 223%[activator], PGK inhibitor inactive, BLM inh -5%, BAZ2B block -18%, HP1b chromo inh 17% and JMJD2A Tudor inh -19%.
`NC(=S)N/N=C/c1ccc(-c2ccc(SC(F)F)cc2)o1` gave Pin1 inh -2%, GLS inh 11%, POLI inh 31%[activator], PGK inhibitor 7%, BLM inh -13%, BAZ2B block -8%, HP1b chromo inh 14% and JMJD2A Tudor inh -25%.
For O=C1CCCC(O)=C1Sc1cc(Cl)c(Cl)cc1Cl the results were Pin1 inh 2%, GLS inh -6%, POLI inh inconclusive, PGK inhibitor -2%, HP1b chromo inh 57%[activator] and JMJD2A Tudor inh 2%.
Screening CCCc1[nH]n(-c2ccc([N+](=O)[O-])cc2)c(=O)c1C(C)=NCc1ccncc1 returned Pin1 inh 0%, GLS inh -6%, G9a inh 35µM*, POLI inh 4%, PGK inhibitor 6%, BLM inh -3%, BAZ2B block -29%, HP1b chromo inh -8% and JMJD2A Tudor inh inconclusive.
Screening COc1ccc(S(=O)(=O)n2nc(-c3cc(OC)c(OC)c(OC)c3)cc2N)cc1OC returned Pin1 inh 1%, GLS inh 3%, G9a inh -7%[59 µM], POLI inh 2%, PGK inhibitor -3%, BLM inh 4%, BAZ2B block 7%, HP1b chromo inh 15% and JMJD2A Tudor inh -30%.
COc1ccc2oc(C(=O)OCC(=O)NC3CCCC3)c(C)c2c1 was read as Pin1 inh -2%, GLS inh 3%, G9a inh 83%[activator], POLI inh -14%, PGK inhibitor 4%, BLM inh -9%, BAZ2B block 4%, HP1b chromo inh 36% and JMJD2A Tudor inh -7%.
For CN(Cc1cnn(C)c1)C(=O)C1CCC(=O)N(C2CCCCCC2)C1 (stereo unspecified) the results were Pin1 inh -8%, GLS inh -2%, POLI inh 4%, PGK inhibitor -9%, BLM inh 1%, BAZ2B block 5%, HP1b chromo inh 9% and JMJD2A Tudor inh -4%.
Screening COc1ccc(C(=S)N2CCOCC2)cc1OC(=O)c1ccccc1 returned Pin1 inh -4%, GLS inh -1%, G9a inh 10µM*, POLI inh 25%, PGK inhibitor -7%, BLM inh -4%, BAZ2B block -38%, HP1b chromo inh inconclusive and JMJD2A Tudor inh -35%.
`Cc1cccc(C)c1NC(=O)Cn1cc(C=O)c2ccccc21` gave Pin1 inh -2%, GLS inh -5%, G9a inh 1%, POLI inh -20%, PGK inhibitor -2%, BLM inh -3%, BAZ2B block 0%, HP1b chromo inh 13% and JMJD2A Tudor inh -20%.
For CCC(C(=O)OCC(=O)c1ccc(OC)cc1OC)c1ccccc1 (stereo unspecified) the results were Pin1 inh inconclusive, GLS inh -3%, G9a inh 22%[59 µM], POLI inh inconclusive, PGK inhibitor -6%, BAZ2B block inconclusive, HP1b chromo inh 83%[activator] and JMJD2A Tudor inh -4%.
`O=C(CN1C(=O)NC2(CCCCCCC2)C1=O)NCc1cccs1` gave Pin1 inh 0%, GLS inh 5%, G9a inh -2%[59 µM], POLI inh 25%, PGK inhibitor -4%, BLM inh -6%, BAZ2B block 1%, HP1b chromo inh 23% and JMJD2A Tudor inh -12%.
`CC1CCN(S(=O)(=O)c2ccc3c(c2)oc(=O)n3CC(=O)O)CC1` gave Pin1 inh -19%, GLS inh -11%, G9a inh -24%[59 µM], POLI inh -23%, PGK inhibitor 1%, BLM inh 2%, BAZ2B block 3%, HP1b chromo inh 21% and JMJD2A Tudor inh -8%.
For Cc1cccnc1NC(=O)C1CCC1 the results were Pin1 inh -8%, GLS inh 3%, POLI inh 86%[activator], PGK inhibitor 10%, BLM inh -6%, BAZ2B block -4%, HP1b chromo inh 18% and JMJD2A Tudor inh -1%.
Screening Cc1cc(C)c(NC(=S)N(CCN(C)C)Cc2cccs2)c(C)c1 returned Pin1 inh 2%, GLS inh -10%, G9a inh -4%[59 µM], POLI inh 53%[activator], PGK inhibitor -3%, BLM inh -19%, BAZ2B block -36%, HP1b chromo inh 19% and JMJD2A Tudor inh -29%.
For O=c1[nH]c(=O)n(Cc2ccco2)c2c1C(C(F)(F)F)(C(F)(F)F)N=C(Cc1ccccc1)N2 the results were Pin1 inh inconclusive, GLS inh -1%, G9a inh -2%, POLI inh 16%, PGK inhibitor 12%, BLM inh -2%, BAZ2B block -32%, HP1b chromo inh 12% and JMJD2A Tudor inh -16%.
Screening CN(C)c1ccccc1-c1csc(N2CCC(C(N)=O)CC2)n1 returned Pin1 inh -10%, GLS inh 14%, G9a inh inconclusive, POLI inh 38%[activator], PGK inhibitor 0%, BAZ2B block -9%, HP1b chromo inh -2% and JMJD2A Tudor inh inconclusive.

Grouped by structure: the entries above containing a Cl atom.
Screening O=C(Nc1ccc(Cl)cc1)Nc1cc(S(=O)(=O)N2CCOCC2)ccc1N1CCCC1 returned Pin1 inh 20%, GLS inh 28%, G9a inh 40µM*, POLI inh 28%, PGK inhibitor -12%, BLM inh -9%, BAZ2B block -33%, HP1b chromo inh 3% and JMJD2A Tudor inh -33%.
For O=C1CCCC(O)=C1Sc1cc(Cl)c(Cl)cc1Cl the results were Pin1 inh 2%, GLS inh -6%, POLI inh inconclusive, PGK inhibitor -2%, HP1b chromo inh 57%[activator] and JMJD2A Tudor inh 2%.

The list continues:
`Cc1c(C(=O)NCc2ccccn2)oc2ccc(S(=O)(=O)N3CCC4(CC3)OCCO4)cc12` gave Pin1 inh -4%, GLS inh -6%, G9a inh inconclusive, POLI inh 45%[activator], PGK inhibitor 33%[activator], BLM inh -6%, BAZ2B block -27%, HP1b chromo inh 38%[activator] and JMJD2A Tudor inh -22%.
Screening Cc1ccc(NC(=O)c2cc([N+](=O)[O-])ccc2NCc2cccnc2)cc1 returned Pin1 inh 0%, GLS inh 9%, G9a inh -49%[59 µM], POLI inh 10%, PGK inhibitor -3%, BLM inh -8%, BAZ2B block inconclusive, HP1b chromo inh 8% and JMJD2A Tudor inh inconclusive.
`CSc1ccc(C(=S)N2CCCC2)cc1` gave Pin1 inh -4%, GLS inh 1%, G9a inh 32µM*, POLI inh -24%, PGK inhibitor -6%, BLM inh -6%, BAZ2B block -21%, HP1b chromo inh inconclusive and JMJD2A Tudor inh -11%.
CC(=O)Nc1ncc(Cc2ccc(Cl)cc2Cl)s1 was read as Pin1 inh 0%, GLS inh -8%, G9a inh 7%, POLI inh 32%[activator], PGK inhibitor inactive, BLM inh 2%, BAZ2B block -26%, HP1b chromo inh 39%[activator] and JMJD2A Tudor inh -6%.
